# ABCG2 inh: inhibitors of human ABCG2 transporter, ABCB1 counter-screen. Q9UNQ0. IgMXP3 cells, JC-1 efflux, flow cytometry. inhibition, % at 6.6 µM. 190,000 compounds, 0.1% hits. AID 1325;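 active means inhibition above 80%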;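 further: 0% = DMSO and 100% = nicardipine control wells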
#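 Read-out basis: Efflux inhibition in percent versus controls | Test system: ABCG2 IgMXP3 and barcoded ABCB1 CCRF-Adr cell mix | Quantity: 3 million cells/mL in well | Schedule: 10 min at 25 °C | Control set: Nicardipine as high control, DMSO as low control | Reagent: JC-1 as fluorescent efflux pump substrate | Signal: Flow cytometry of retained JC-1 fluorescence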
# Rac1 act GTP bind: alters GTP binding to activated mutant human Rac1. percent activity (GTP binding), % at 10 µM. 190,000 compounds, 0.11% hits. AID 764. GST-Rac1 activated beads, fluorescent GTP binding, flow cytometry; actives lie on both sides; 100% means binding = to untreated wells. P63000;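 active means GTP binding at least 20 percentage points away from the 100% baseline, in either direction, so actives lie on both sides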
# HRas wt GTP: modulators of GTP binding to human HRas wildtype | P01112 | GST-Ras wt beads, Bodipy-FL-GTP binding, flow cytometry; actives lie on both sides | GTP binding activity, % at 10 µM | 190,000 compounds, 0.14% hits | AID 759;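 active means GTP binding activity at least 20% away from the 100% baseline, either lowered as inhibitor or raised as activator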;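 further: 0% = unlabeled GTP competition control and 100% = no-compound control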
# Pf gametocyte: kills late stage P. falciparum gametocytes; P. falciparum stage V gametocytes, ATP luminescence, 24 h; inhibition, % at 10.9 µM; 150,000 compounds, 0.065% hits; AID 743093;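 active means inhibition above the mean plus 3 SD of compounds within the control limits, set per campaign, cut at about 38% in these data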;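 further: 0% = DMSO wells and 100% = medium only without gametocytes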
# ABCB1 block: inhibitors of human ABCB1 transporter, ABCG2 counter-screen. CCRF-Adr cells, JC-1 efflux, flow cytometry. 190,000 compounds, 0.067% hits. inhibition, % at 6.6 µM. AID 1326. P08183; in the data active means inhibition above about 40%;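 further: 0% = vehicle and 100% = reference inhibitor; higher value means more JC-1 retained so stronger ABCB1 efflux block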
# Rac1 wt GTP bind: modulators of human Rac1 wildtype GTP binding; P63000; GST-Rac1 beads, fluorescent GTP binding, flow cytometry; actives lie on both sides; 0 = cold GTP competed, 100 = untreated; GTP binding activity (% of control), % at 10 µM; 190,000 compounds, 0.27% hits;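 active means GTP binding activity at least 20 points away from the 100% control level, either lower or higher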
# Mcl1 Noxa PPI: disrupts binding of human Mcl-1 to Noxa peptide. Q07820. TR-FRET Mcl-1/Noxa peptide binding, 2 h. inhibition, % at 21.7 µM. 220,000 compounds, 1.5% hits;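 active means compounds that cut the protein-peptide binding signal by more than 50% relative to plate controls in a single-dose test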;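 further: His-tagged Mcl-1 with rhodamine Noxa BH3 peptide and terbium anti-His antibody; 0% = Mcl-1 plus Noxa peptide wells and 100% = peptide-only wells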
# Target sequence (Q07820 whole entry, looked up): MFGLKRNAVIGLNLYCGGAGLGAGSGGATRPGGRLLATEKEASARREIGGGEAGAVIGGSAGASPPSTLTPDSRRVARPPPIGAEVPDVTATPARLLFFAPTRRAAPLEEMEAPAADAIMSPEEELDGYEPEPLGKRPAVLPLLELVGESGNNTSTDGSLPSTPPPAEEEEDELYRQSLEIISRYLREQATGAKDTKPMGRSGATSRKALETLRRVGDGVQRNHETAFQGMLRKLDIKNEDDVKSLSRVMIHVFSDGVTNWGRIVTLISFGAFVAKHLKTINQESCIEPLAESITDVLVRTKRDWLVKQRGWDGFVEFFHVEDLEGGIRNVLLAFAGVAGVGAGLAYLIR
# Rab2 wt GTP: changes GTP binding to wildtype dog Rab2A, up or down | P61105 | GTP binding activity, % at 10 µM | AID 760 | GST-Rab2 wt beads, Bodipy-GTP binding, flow cytometry | 190,000 compounds, 0.19% hits;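 active means GTP binding activity at least 20 points away from 100%, either lowered or raised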;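 further: 0% = beads with excess unlabeled GTP and 100% = no-compound control corrected for plate trend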
# Avidin bead fluor: compound fluoresces at 488/530 nm on avidin beads | compound fluorescence 488/530 nm, flow cytometry; active compounds read high | AID 1775 | fluorescence (KMESF) at 10 µM | 220,000 compounds, 0.38% hits; in the data active means fluorescence above about 47; further: inactives centre near 10
# Cdc42 wt GTP: changes GTP binding to wildtype human Cdc42 | P60953 | GST-Cdc42 beads, Bodipy-GTP binding, flow cytometry; actives lie on both sides | percent activity (GTP binding), % at 10 µM | 190,000 compounds, 0.2% hits | AID 761;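 active means percent activity GTP binding at least 20 points away from the 100% baseline, either down as inhibitor or up as activator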;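 further: median bead fluorescence of bound Bodipy-FL-GTP at 100 nM; 0% = excess unlabeled GTP control and 100% = no compound control; below 100% means less GTP binding so inhibitor and above means activator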
# Target sequence (P60953 whole entry, looked up): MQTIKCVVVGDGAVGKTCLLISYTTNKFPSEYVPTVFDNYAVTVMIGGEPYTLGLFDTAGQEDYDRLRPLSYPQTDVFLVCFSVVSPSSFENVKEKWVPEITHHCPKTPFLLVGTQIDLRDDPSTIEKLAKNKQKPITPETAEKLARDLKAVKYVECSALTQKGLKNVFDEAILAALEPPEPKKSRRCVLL
# Rab7 wt modul: modulators of GTP binding to dog Rab7 wildtype GTPase; GST-Rab7 beads, fluorescent GTP binding, flow cytometry; actives lie on both sides; untreated = 100%, excess cold GTP = 0%; 190,000 compounds, 0.055% hits; GTP binding activity (percent of control), % at 10 µM;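 active means fluorescent GTP binding to Rab7 beads changed by at least 20 points from the 100% baseline, either direction, mostly lower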;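 further: median green fluorescence of bound Bodipy-FL-GTP per Rab7 bead population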
# * = called active by the depositor; x = not tested or not shown. The order is random; any-hit rate near 2.3%.
# Codes – A = ABCG2 inh; B = Rac1 act GTP bind; C = HRas wt GTP; D = Pf gametocyte; E = ABCB1 block; F = Rac1 wt GTP bind; G = Mcl1 Noxa PPI; H = Rab2 wt GTP; I = Avidin bead fluor; J = Cdc42 wt GTP; K = Rab7 wt modul
CCOc1cc(C(=O)N/N=C\c2cn(CC)nc2C)cc(OCC)c1OCC
  A: 13; B: 96; C: 98; D: x; E: 0.9; F: 101; G: 10; H: 96; I: 5; J: 99; K: 97

COc1ccc(-c2csc(NC(=O)c3cc(-c4cccs4)nc4ccccc34)n2)c(OC)c1
  A: -1; B: 100; C: 99; D: x; E: -0.3; F: 98; G: -37; H: 101; I: 12; J: 99; K: 101

Cc1cc(NC(=O)c2ccccc2F)n(-c2nc3ccccc3[nH]2)n1
  A: -1; B: 97; C: 100; D: -21; E: 0.0; F: 101; G: 6; H: 98; I: 7; J: 98; K: 100

COc1ccccc1NC(=S)N(CCc1nc2cc(C)c(C)cc2[nH]1)Cc1cccnc1
  A: 39; B: 95; C: 101; D: 0; E: 2.2; F: 103; G: 26; H: 98; I: 11; J: 99; K: 101

Cc1c(C)[n+](=O)c2c(n1[O-])CCC2
  A: -4; B: 97; C: 99; D: x; E: -2.4; F: 102; G: 2; H: 96; I: 7; J: 98; K: 100

Cc1ccc(S(=O)(=O)N2CCN(C(=O)N3CCOCC3)C2c2ccc(N(C)C)cc2)cc1 (centres undefined)
  A: 3; B: 98; C: 99; D: x; E: 0.3; F: 102; G: 1; H: 97; I: 14; J: 100; K: 102

Cc1ccc(C(=O)N/C(=C\c2cccs2)C(=O)NCCCn2ccnc2)cc1C
  A: -1; B: 103; C: 105; D: x; E: -0.2; F: 105; G: 15; H: 107; I: 9; J: 108; K: 97

Cn1c(=O)c2[nH]c(=O)cnc2n(C)c1=S
  A: 2; B: 89; C: 95; D: x; E: 0.4; F: 89; G: 23; H: 91; I: 11; J: 87; K: 97

CC(=O)N1CCN(c2ccc(NC(=O)COc3ccc(Cl)cc3Cl)cc2)CC1
  A: 13; B: 100; C: 100; D: x; E: 1.5; F: 100; G: -4; H: 100; I: 10; J: 97; K: 98

COc1cc(NS(=O)(=O)c2ccc(NC(=S)NC(=O)C(C)(C)C)cc2)nc(OC)n1
  A: 2; B: 97; C: 101; D: x; E: 0.3; F: 108; G: 0; H: 100; I: 12; J: 104; K: 103

# Part of the list above, bar-delimited.
Structure | ABCG2 inh | Rac1 act GTP bind | HRas wt GTP | Pf gametocyte | ABCB1 block | Rac1 wt GTP bind | Mcl1 Noxa PPI | Rab2 wt GTP | Avidin bead fluor | Cdc42 wt GTP | Rab7 wt modul
Cc1ccc(S(=O)(=O)N2CCN(C(=O)N3CCOCC3)C2c2ccc(N(C)C)cc2)cc1 (centres undefined) | 3 | 98 | 99 | x | 0.3 | 102 | 1 | 97 | 14 | 100 | 102
Cc1ccc(C(=O)N/C(=C\c2cccs2)C(=O)NCCCn2ccnc2)cc1C | -1 | 103 | 105 | x | -0.2 | 105 | 15 | 107 | 9 | 108 | 97

# (more compounds)
# Second line of a record – ABCG2 inh	Rac1 act GTP bind	HRas wt GTP	Pf gametocyte	ABCB1 block	Rac1 wt GTP bind	Mcl1 Noxa PPI	Rab2 wt GTP	Avidin bead fluor	Cdc42 wt GTP	Rab7 wt modul
> COc1ccccc1N1CCN(C/C(O)=C(\C#N)c2nc(-c3ccccc3)cs2)CC1
  1	100	99	x	-0.1	100	16	100	8	100	98
> Cc1ccc2c(c1)NC(=O)CC(c1ccccc1)=N2
  3	100	101	x	1.4	103	5	99	19	103	98
> COc1ccc(Cn2c(C)nnc2-c2cnn(C)c2N)cc1OC
  1	95	96	-1	-0.2	97	6	97	9	99	96
> Cc1ccc(NC(=O)N2CCCC2C(=O)NCCC2=CCCCC2)cc1 (centres undefined)
  5	102	104	13	0.4	108	5	107	8	105	111
> NC(=NC(=O)c1ccccc1)N1N=CCC1c1ccccc1 (centres undefined)
  4	91	97	-20	0.7	98	8	103	9	96	108
> CCCNC(=O)c1ccc(CN2CCOCC2)cc1
  8	96	101	3	2.4	100	10	103	11	96	107
> CC1=NOC(=O)/C1=C\c1ccc2c(c1)OCO2
  0	95	94	x	0.1	94	18	95	10	92	90
> COCC(C)n1c(-c2ccc3c(c2)NC(=O)CO3)csc1=Nc1ccc(OC(F)F)cc1 (centres undefined)
  3	100	103	4	1.1	105	15	97	34	103	95
> NNC(=O)c1ccc(-c2cccc([N+](=O)[O-])c2)o1
  0	91	100	-19	-0.6	95	13	94	25	97	106
> Cn1cnnc1SCCOc1ccc(Cl)cc1
  1	95	94	0	0.6	96	-4	95	12	97	96

# Single values from the list.
# Value for `COCC(C)n1c(-c2ccc3c(c2)NC(=O)CO3)csc1=Nc1ccc(OC(F)F)cc1` (centres undefined) in Rab2 wt GTP: 97
# Value for `Cc1ccc2c(c1)NC(=O)CC(c1ccccc1)=N2` in Rab7 wt modul: 98
# Value for `NC(=NC(=O)c1ccccc1)N1N=CCC1c1ccccc1` (centres undefined) in ABCG2 inh: 4
# Value for `CC1=NOC(=O)/C1=C\c1ccc2c(c1)OCO2` in Avidin bead fluor: 10
# Value for `Cc1ccc(NC(=O)N2CCCC2C(=O)NCCC2=CCCCC2)cc1` (centres undefined) in ABCG2 inh: 5
# Value for `CCCNC(=O)c1ccc(CN2CCOCC2)cc1` in ABCB1 block: 2.4
